Mdm2 MdmX PPI: disrupts the human Mdm2-MdmX interaction; O15151+Q00987; SaOS-2 split-luciferase Mdm2/MdmX complementation, luminescence; inhibition, % at 8 µM; 330,000 compounds, 3% hits;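 active means inhibition of at least 50% at 8 µM in the primary screen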
Target sequence (O15151 whole entry, looked up): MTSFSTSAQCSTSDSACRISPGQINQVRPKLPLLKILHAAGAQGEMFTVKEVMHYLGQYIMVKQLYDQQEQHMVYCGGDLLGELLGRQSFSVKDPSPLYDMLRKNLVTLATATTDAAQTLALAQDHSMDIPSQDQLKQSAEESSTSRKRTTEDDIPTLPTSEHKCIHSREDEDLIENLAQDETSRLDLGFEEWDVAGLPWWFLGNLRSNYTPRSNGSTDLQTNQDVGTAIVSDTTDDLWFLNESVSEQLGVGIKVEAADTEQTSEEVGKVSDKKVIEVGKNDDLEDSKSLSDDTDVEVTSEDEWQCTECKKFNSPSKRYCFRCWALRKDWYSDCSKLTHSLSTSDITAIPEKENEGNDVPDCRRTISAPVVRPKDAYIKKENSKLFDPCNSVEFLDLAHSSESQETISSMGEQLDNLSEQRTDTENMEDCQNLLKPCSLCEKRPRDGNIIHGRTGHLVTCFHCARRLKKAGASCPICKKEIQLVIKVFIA
Target sequence (Q00987 whole entry, looked up): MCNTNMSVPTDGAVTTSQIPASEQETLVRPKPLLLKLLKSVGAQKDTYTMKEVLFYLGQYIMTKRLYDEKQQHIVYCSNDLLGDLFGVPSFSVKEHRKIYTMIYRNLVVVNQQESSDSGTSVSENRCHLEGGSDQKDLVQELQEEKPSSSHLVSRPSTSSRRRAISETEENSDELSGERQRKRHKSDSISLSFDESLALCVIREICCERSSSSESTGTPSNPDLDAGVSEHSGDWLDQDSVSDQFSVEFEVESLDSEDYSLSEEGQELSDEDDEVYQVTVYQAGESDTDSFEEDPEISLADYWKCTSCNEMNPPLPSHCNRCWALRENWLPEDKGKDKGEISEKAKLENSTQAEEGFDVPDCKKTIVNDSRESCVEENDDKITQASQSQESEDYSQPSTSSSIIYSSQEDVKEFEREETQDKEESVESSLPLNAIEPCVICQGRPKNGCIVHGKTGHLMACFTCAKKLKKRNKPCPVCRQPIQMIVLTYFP
GRIN3A LBD mod: modulators (binders) of human NR3A ligand-binding domain; NR3A LBD differential scanning fluorimetry, Tm shift; 0% = protein alone, 100% = glycine-bound protein; Tm shift relative to glycine control, % at 25 µM; AID 1259313; 340,000 compounds, 2.5% hits;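 active means melting temperature shift of at least 10% of the positive control shift, at one fixed dose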
tim10-1 inh: tim10-1 yeast growth inhibition | S. cerevisiae tim10-1 ts strain growth, BacTiter-Glo, 24 h | inhibition, % at 20 µM | 330,000 compounds, 2.2% hits | AID 463190;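 active means inhibition of at least 40%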;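 further: mutant grown at 25 °C; 0% = DMSO wells with yeast and 100% = wells holding no yeast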
tim23-1 inh: growth inhibitors of tim23-1 mutant yeast | S. cerevisiae tim23-1 growth, BacTiter-Glo luminescence, 24 h | inhibition, % at 20 µM | 330,000 compounds, 1.3% hits | AID 463212;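 active means growth inhibition of the mutant yeast at or above 50%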;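 further: temperature-sensitive mutant grown at 25 °C; plate controls were DMSO-treated mutant yeast for no effect and medium wells lacking yeast for full effect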
XBP1 UPR activ: adaptive UPR (XBP1) activation; CHO-XBP1 luciferase reporter, IRE1-XBP1 UPR activation, luminescence; percent of tunicamycin response, DMSO as zero; activation, % at 20 µM; 330,000 compounds, 0.33% hits; AID 463104;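 active means versus positive control, 20 µM dose yields 30% or more activation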;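 further: 100% = tunicamycin at 10 µg/mL and 0% = DMSO only wells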
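Assay system: IRE1-XBP1 luciferase reporter CHO line. Input: 1000 cells/well. Buffer or medium: F12 with 10% serum. Doses: 20 µM, 1% DMSO. Times: overnight seeding at 37 °C, 6 h compound treatment at 37 °C. Technique: Steady-Glo luciferase glow luminescence, 10 min after reagent addition.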
TIM10 inh: growth inhibitors of TIM10 yeast strain | 330,000 compounds, 1.4% hits | inhibition, % at 10 µM | S. cerevisiae TIM10 strain growth, BacTiter-Glo luminescence, 24 h;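 active means inhibition of 40% or more at the single tested concentration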;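 further: wild-type TIM10 isogenic control strain grown at permissive 25 °C; 0% = DMSO yeast wells and 100% = minimal medium wells without yeast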
CHOP UPR activ: apoptotic UPR (CHOP) activation. CHO-CHOP luciferase reporter, luminescence; percent of tunicamycin response over DMSO baseline. activation, % at 10 µM. 330,000 compounds, 0.34% hits;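 active means at 10 µM dose, activation of 40% or more, normalized to positive control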;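 further: 100% = tunicamycin at 10 µg/mL and 0% = DMSO alone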
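Test system: CHO CHOP reporter cells. Input: 500 CHO-CHOP cells per well. Medium: F12 with 10% FBS. Technique: luciferase luminescence. Measure: percent activation relative to tunicamycin control. Dosing: 10 µM compound, 0.5% DMSO. Timing: 16-18 h cell attachment, then 6 h compound exposure, 37 °C.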
NLRP3 yeast inh: NALP3 inhibition in yeast; AID 2825; Yeast reconstituted NLRP3/ASC/caspase-1, beta-gal luminescence, 24 h; inhibition, % at 10 µM; 330,000 compounds, 0.39% hits;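 active means inhibition of 50% or more; inactive means inhibition below 50%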;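 further: plate controls were induced DMSO wells for no effect and uninduced yeast grown without galactose for full effect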
APJ ag: activates the human apelin receptor APJ | 330,000 compounds, 0.11% hits | AID 2520 | P35414 | CHO-K1 APJ PathHunter beta-arrestin, luminescence; 0% DMSO wells, 100% apelin | activation, % at 20 µM;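 active means activation more than six SD over the plate average, tested at 20 µM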;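 further: 0% = DMSO alone and 100% = apelin-13 at 10 nM; some results filed as inactive read as strong as hits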
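Assay system: CHO-K1 cells stably expressing ProLink-tagged human APJ and arrestin–beta-gal acceptor. Compound dosing: 20 µM single point, 1% DMSO. Times: 16-18 h seeding, 90 min dark compound exposure, 60 min detection. Detection: beta-gal luminescence. Evaluation: APJ–arrestin association signal. Controls: negative DMSO alone, positive Apelin-13 at 10 nM.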
* hit, by the source's call; x = no result given.

Each structure is followed by: Mdm2 MdmX PPI	GRIN3A LBD mod	tim10-1 inh	tim23-1 inh	XBP1 UPR activ	TIM10 inh	CHOP UPR activ	NLRP3 yeast inh	APJ ag
> CCOc1cc(Br)c(C(=O)O)cc1OC
 : -26.7	-1.5	1.7	15.9	0.4	7.5	1.3	20.4	0.1
> Cc1cc(NC(=O)CSc2nc(C(C)C)nc3c2c(=O)n(C)c(=O)n3C)no1
 : 6.9	-2.5	-7.6	7.7	0.9	-1.9	-0.1	15.2	-1.8
> O=C(CC1SC(=O)N(Cc2ccc(Cl)cc2)C1=O)Nc1nccs1 (centres undefined)
 : 14.9	-18.7	-11.7	-11.1	-2.0	0.9	0.4	20.8	-2.9
> CCOC(=O)/C(C#N)=C/c1cn(CCC(=O)O)nc1-c1ccc(Cl)cc1
 : -8.3	-1.5	13.4	18.2	0.1	9.2	-1.7	9.6	0.4
> CC(C)CCNC(=O)Cc1csc(-c2ccccc2)n1
 : 8.9	0.5	11.1	15.2	-3.1	-1.1	0.8	21.5	2.2
> Cc1cccc(N2C(=O)C3C4CC(=O)C(c5ccccc54)C3C2=O)c1C (centres undefined)
 : 29.5	10.7*	17.1	16.1	2.6	-9.7	-1.6	4.8	-1.4
> CC(C)(C)OC(=O)NCCCC[C@H](NC(=O)c1nc[nH]c1C(=O)N1CCc2ccccc2C1)C(=O)OC(C)(C)C
 : -5.2	0.3	24.2	34.2	-3.0	27.3	2.4	-7.2	9.4
> CCOC(=O)C(C)Sc1nnc(NC(=O)c2ccc(C)c([N+](=O)[O-])c2)s1 (centres undefined)
 : -2.2	-1.7	6.4	12.3	-0.1	-2.5	1.1	0.8	-2.8
> CCOC(=O)c1ccc(N2C(=O)CC(N(Cc3ccc4c(c3)OCO4)C(=O)Nc3ccccc3)C2=O)cc1 (centres undefined)
 : 22.8	4.5	12.5	22.6	-1.3	3.4	-1.4	2.9	3.1
> CN1/C(=C/C(=O)c2cccs2)Sc2ccccc21
 : -116.4	x	22.0	41.8	3.9	73.0*	2.5	78.2*	-5.6
> NS(=O)(=O)c1ccc(NC(=S)NC2CCCCCC2)cc1
 : -1.5	-8.9	27.1	23.6	-4.2	12.2	-0.3	27.2	-2.4
> CNc1oc(-c2ccc(C)cc2)nc1P(=O)(c1ccccc1)c1ccccc1
 : 19.4	1.6	1.9	14.1	2.2	12.2	1.3	18.6	1.8
> COC(=O)C1=NN(c2ccc(C)cc2)C2(S1)SC(C(C)=O)=C(C)N2c1ccccc1 (centres undefined)
 : -1.6	-0.3	34.8	50.5*	1.9	24.9	1.5	-0.8	-4.3
> CN(Cc1ccccc1)S(=O)(=O)c1ccc(OCC(=O)Nc2cccc([N+](=O)[O-])c2)cc1
 : 11.1	-23.8	11.2	0.3	-3.4	1.9	1.5	7.8	-0.5
> Cc1cc(NC(C)c2ccccc2)n2ncc(-c3ccccc3)c2n1 (centres undefined)
 : 5.2	-0.5	30.4	43.8	2.4	7.8	4.7	19.9	0.8
> Nc1ccccc1SCC1CSc2nc3ccccc3c(=O)n21 (centres undefined)
 : 0.4	-1.0	9.2	17.0	-4.6	12.1	-1.5	-6.9	-1.6
> Cc1ccccc1NC(=O)COc1ccc(Br)cc1C
 : 0.2	2.2	16.1	8.5	0.3	10.1	3.4	25.2	-1.9
> Cc1cccc(CNC(=O)c2ccc3nc(Cc4ccccc4F)oc3c2)n1
 : -23.1	-0.8	21.6	16.1	-3.9	-12.2	4.4	22.3	-4.9
> O=C1C2(c3ccccc3)CN(CCO)CC1(c1ccccc1)CN(CCO)C2
 : 15.5	-0.4	9.5	7.8	-1.6	-4.2	-1.1	18.8	2.4
> O=c1cc(Cl)c(-c2ccccc2)nn1Cc1ccc(Cl)cc1
 : 24.2	0.9	35.5	31.0	-0.2	9.4	-0.1	20.7	-2.7
> CC(=O)N1CCN(Cc2nc3cc(NC(=O)COc4ccccc4)ccc3n2C)CC1
 : -6.3	2.1	-0.6	8.5	-0.2	-6.7	3.6	16.6	-5.4
> COc1ccc(OC)c(S(=O)(=O)N2CCC(C(=O)Nc3cccc(C(F)(F)F)c3)CC2)c1
 : 6.2	2.7	14.9	11.9	-3.6	1.3	0.3	16.4	0.1
> COc1ccc(Nc2oc(-c3ccccc3F)nc2C#N)cc1
 : -14.1	0.2	18.1	22.7	10.3	19.1	6.9	32.3	6.3
> Nc1ccc(-n2c(N)c(C(=O)NCc3ccc4c(c3)OCO4)c3nc4ccccc4nc32)cc1
 : 24.7	0.1	24.7	12.1	2.2	26.6	5.0	8.9	4.0
> Cc1ccc(Cl)c(OCC(=O)NCc2ccco2)c1
 : -22.3	-1.1	16.9	19.2	0.1	0.1	1.2	-4.3	-3.1
> CC1CCN(C(=O)CN2C(=O)NC(C)(c3ccc4ccccc4c3)C2=O)CC1 (centres undefined)
 : -13.7	-3.0	-13.8	13.4	2.6	-3.1	0.4	8.2	-2.1
> Cn1c(=O)c(-c2ccccc2N)nc2ccccc21
 : -11.6	0.6	11.6	10.8	-0.4	12.9	-0.2	3.0	-2.6
> O=C(O)c1ccccc1NS(=O)(=O)c1ccc2c(c1)OCCO2
 : 10.3	-0.9	0.0	-2.8	-0.9	15.6	-1.1	10.8	-2.5
> O=C(c1ccc(=O)n(Cc2ccccc2)n1)N1CCN(C/C=C/c2ccccc2)CC1
 : 19.8	-2.1	13.0	8.7	0.7	8.7	-0.5	2.1	0.8
> Cc1ccc(Sc2ncccc2C(=O)NCC(c2ccc(F)cc2)N2CCOCC2)c(C)c1 (centres undefined)
 : 10.0	-1.8	19.1	13.3	-0.8	5.8	0.1	-6.3	-7.5
> O=C(c1ccc2c(c1)OCCO2)N1CCN(c2ccc([N+](=O)[O-])cc2)CC1
 : -0.8	x	-6.9	1.0	-4.8	16.7	-0.2	-8.6	-1.6
> O=C(O)CN1C(=O)/C(=C\c2ccccc2OCc2ccc(F)cc2)SC1=S
 : 14.4	3.6	30.2	27.7	-3.9	12.8	5.5	7.5	-0.8
> Cc1ccc(C)c(N2CCN(C(=O)CCNC(=O)Cn3ccc4ccccc4c3=O)CC2)c1
 : 12.3	-0.9	16.3	11.8	-2.0	16.5	-1.3	15.1	-2.6
> Cc1ccc(-c2nc(CS(=O)(=O)CC(=O)NCCCN(Cc3ccccc3)C(C)C)c(C)o2)cc1
 : 48.1	2.8	-6.5	4.7	-3.7	3.5	-2.2	-2.0	5.0
> COc1ccc(C(=O)O)cc1S(=O)(=O)Nc1ccccc1Cc1ccccc1
 : 8.1	0.2	5.1	-6.0	-0.3	5.2	2.7	9.5	-4.4
> CCN(CC(=O)NCc1ccc(F)cc1)C(=O)/C=C/c1ccc(OC)cc1
 : 5.6	-3.3	-4.9	2.0	1.9	12.8	0.2	8.3	2.1
> O=C(CSc1nnc(Nc2ccccc2F)s1)NC1CC1
 : -28.3	-0.8	10.0	21.5	4.9	4.7	1.3	-12.2	-3.0
> Cc1ccc(S(=O)(=O)N2[C@@H](c3ccc(C(C)(C)C)cc3)C(C(=O)O)=CC[C@H]2c2ccc(C(C)C)cc2)cc1
 : 5.5	-3.1	30.3	48.8	18.2	14.9	10.9	18.3	0.2
> CCc1cccc(Nc2cnn(C34C[C@@H]5C[C@@H](CC(CC(=O)O)(C5)C3)C4)c(=O)c2Cl)c1
 : 2.5	-0.9	-6.3	11.3	-1.7	1.5	-1.2	1.5	-2.2
> COc1ccc(NC(=O)C2CCCN2S(=O)(=O)c2cccc3cccnc23)cc1OC (centres undefined)
 : -0.8	0.7	0.9	15.0	-0.5	9.4	-0.2	4.9	8.9
> COc1cc(NC(=O)CN(C)S(=O)(=O)c2ccc3c(c2)CC(C)N3C(C)=O)cc(OC)c1OC (centres undefined)
 : 24.9	0.3	18.0	6.0	-3.0	1.3	2.1	9.0	3.0
> CCCn1ncc(CN2CCC(Oc3ccc(C(=O)N4CCCC4)cc3)CC2)c1C
 : 10.8	0.4	-4.2	13.0	-5.3	-5.8	-0.7	-0.9	-3.2
> CC(C)(C)CC(C)(C)NCC(O)COc1ccc2c(c1)CCC2 (centres undefined)
 : 47.7	-0.4	-0.3	-29.3	1.9	13.3	-0.4	28.7	-1.4
> COc1cc(C)nc(NC(=O)NC(=O)c2ccc(C(F)(F)F)cc2)n1
 : -1.4	0.3	25.3	11.3	-1.6	7.3	2.0	12.8	3.1
> COCCNC(=S)N1CCC(c2nc(-c3ccc(N(C)C)cc3)no2)CC1
 : -2.8	2.6	29.3	9.1	2.2	1.6	0.0	2.1	-0.8
> COc1ccc(C(=O)NCCNC(C)=O)cc1S(=O)(=O)NCc1ccc(Cl)cc1
 : -3.2	-1.0	-0.3	3.9	-0.3	-5.3	0.9	6.4	-2.7
> Cc1c(C)c2c(OCC(=O)O)cc3c(c2oc1=O)CCC(C)(C)O3
 : -5.5	1.2	-6.1	0.8	-2.3	10.5	-0.5	-12.4	-2.6
> O=C(c1nn(Cc2ccccc2)c(=O)c2ccccc12)N1CCN(C/C=C/c2ccccc2)CC1
 : 9.2	-2.2	32.7	12.0	-9.8	10.3	-4.9	20.8	0.6
> O=C(Nc1sc2c(c1C(=O)NCc1ccco1)CCCC2)c1ccc2c(c1)OCO2
 : -102.2	-3.6	29.8	29.5	4.4	21.6	7.9	3.4	-2.6
> COc1ccc(C=Nc2cccnc2N)cc1
 : 21.7	0.8	-23.6	2.4	0.3	-3.3	1.6	14.8	2.4

3 structures from above, arranged by formula weight, smallest number first:
Each structure is followed by: Mdm2 MdmX PPI	GRIN3A LBD mod	tim10-1 inh	tim23-1 inh	XBP1 UPR activ	TIM10 inh	CHOP UPR activ	NLRP3 yeast inh	APJ ag
> Cc1ccc(Cl)c(OCC(=O)NCc2ccco2)c1
 : -22.3	-1.1	16.9	19.2	0.1	0.1	1.2	-4.3	-3.1
> O=C(c1ccc2c(c1)OCCO2)N1CCN(c2ccc([N+](=O)[O-])cc2)CC1
 : -0.8	x	-6.9	1.0	-4.8	16.7	-0.2	-8.6	-1.6
> CCOC(=O)C(C)Sc1nnc(NC(=O)c2ccc(C)c([N+](=O)[O-])c2)s1 (centres undefined)
 : -2.2	-1.7	6.4	12.3	-0.1	-2.5	1.1	0.8	-2.8

The results go on.
Each structure is followed by: Mdm2 MdmX PPI	GRIN3A LBD mod	tim10-1 inh	tim23-1 inh	XBP1 UPR activ	TIM10 inh	CHOP UPR activ	NLRP3 yeast inh	APJ ag
> O=C1C(Oc2ccccc2)C(c2ccc3c(c2)OCO3)N1CCc1ccc(F)cc1 (centres undefined)
 : 5.2	13.0*	17.3	3.0	-0.6	-7.6	0.3	12.9	0.3
> CC(=O)Nc1ccc(C(=O)COC(=O)CN2C(=O)NC3(CCCCC3C)C2=O)cc1 (centres undefined)
 : 11.0	-0.2	-9.9	0.9	1.2	-0.1	1.0	17.4	-5.4
> CC1(CCc2ccccc2)NC(=O)N(CC(=O)Nc2ccc(S(N)(=O)=O)cc2)C1=O (centres undefined)
 : 8.4	0.6	15.7	3.2	-4.3	9.7	1.7	8.9	-1.0
> Cc1onc(-c2ccccc2)c1C(=O)N1CCCC(C(F)(F)F)C1 (centres undefined)
 : 23.9	-1.6	15.0	15.6	-4.4	8.8	1.0	21.3	-4.1
